# High-throughput results as filed in PubChem.
# BAZ2B inh – inhibitors of human BAZ2B bromodomain | Q9UIF8 | AlphaScreen BAZ2B-H3K14Ac peptide displacement | Potency, µM (highest dose often 114 µM), without a hit: at the highest dose activity change, negative = inhibition, usual class: inhibitors | 4.4% of 360,000 active; note: potency is the fitted concentration of half-maximal effect; % is set by controls: 0 for no effect and ±100 for the full control effect; nearly all actives have a fitted effect of over 60% in size
#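 AlphaScreen displacement: compounds (up to 110uM) incubated 30 min at room temperature with a preformed 50 nM BAZ2B/50 nM biotinylated H3K14Ac peptide complex in PBS pH 7.4 with Tween-20. Donor and acceptor beads at 10 ug/mL final added, 20 min light-protected before reading.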
# GLS inh – blocks human kidney-isoform glutaminase activity; O94925; GLS enzymatic activity, qHTS titration; Potency, µM (doses to about 45.5 µM), without a hit: at the top dose activity change, negative = inhibition, hits mostly inhibitors; 0.21% of 410,000 active; note: potency is the fitted concentration of half-maximal effect; % is set by controls: 0 for no effect and ±100 for the full control effect
#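 Enzyme dispensed in phosphate buffer (45 mM, pH 8.2, 0.02% Tween-20), compounds pinned in, then 1 mM L-glutamine solution and the glutamate oxidase–HRP–Amplex Red mix added; fluorescence read immediately and again after 30 min at room temperature.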
# Tb PGK inh – inhibitors of T. brucei phosphoglycerate kinase | P07378 | PGK/GAPDH coupled, Kinase-Glo luminescence, 60 min | Potency, µM (doses to about 57.5 µM), inactives show top-dose activity change, negative = inhibition, usual class: inhibitors | 0.043% of 380,000 active | AID 602233; note: potency is the fitted concentration of half-maximal effect; % is set by controls: 0 for no effect and ±100 for the full control effect; nearly all actives have a fitted effect of over 60% in size
#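 Recombinant glycosomal PGK reaction used 1,3-bisphosphoglycerate generated in-well by GAPDH (100nM final) in 100mM TEA pH 7.6, 5mM MgCl2, 0.01% Tween-20. After 60 minutes at room temperature, ATP was read by Kinase-Glo Plus luminescence end-point.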
# G9a block – G9a (human) methyltransferase inhibition | 8.8% of 350,000 active | Q96KQ7 | G9a H3K9 monomethylation, AlphaScreen, 2 h | Potency, µM (series often up to 102 µM), for inactives: at the highest dose activity, negative = inhibition, most hits filed as inhibitors; note: potency is the fitted concentration of half-maximal effect; % is set by controls: 0 for no effect and ±100 for the full control effect; nearly all actives have a fitted effect of over 75% in size
#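 Using a bead-based AlphaScreen, monomethylated H3K9 product from 2 h room-temperature reactions (G9a 20 nM, peptide 500 nM, SAM 20 uM) was detected with 0.5 ug/mL rabbit anti-H3K9me1 antibody.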
# PI4K2A block – PI4K2A (human) kinase inhibition; Q9BTU6; purified PI4K2A, ADP-Glo luminescence, 1 h; hits give low values; activity change, negative = inhibition, % at 76.9 µM; 0.13% of 420,000 active; in the data active = activity change below about -50%; inconclusive = mostly about -30% to -49%;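 note: -100% = wells without enzyme as full effect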
#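 ADP-Glo luminescence measured ADP generated by PI4K2A enzyme (4 ug/mL before mixing) with 1.2 mM PI substrate (pre-mix) and 300 microM ATP (pre-mix). Tris pH7.5 buffer with MgCl2, Triton X-100; 1 h reaction at ambient temperature.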
# POLH inh – DNA polymerase eta (human) inhibition; Q9Y253; 1.2% of 390,000 active; AID 588591; recombinant Pol eta, fluorescent DNA replication assay; Potency, µM (highest dose often 114 µM), inactives show top-dose activity change, negative = inhibition, hits mostly inhibitors; note: potency is the fitted concentration of half-maximal effect; % is set by controls: 0 for no effect and ±100 for the full control effect
# Target sequence (Q9Y253 whole entry, looked up): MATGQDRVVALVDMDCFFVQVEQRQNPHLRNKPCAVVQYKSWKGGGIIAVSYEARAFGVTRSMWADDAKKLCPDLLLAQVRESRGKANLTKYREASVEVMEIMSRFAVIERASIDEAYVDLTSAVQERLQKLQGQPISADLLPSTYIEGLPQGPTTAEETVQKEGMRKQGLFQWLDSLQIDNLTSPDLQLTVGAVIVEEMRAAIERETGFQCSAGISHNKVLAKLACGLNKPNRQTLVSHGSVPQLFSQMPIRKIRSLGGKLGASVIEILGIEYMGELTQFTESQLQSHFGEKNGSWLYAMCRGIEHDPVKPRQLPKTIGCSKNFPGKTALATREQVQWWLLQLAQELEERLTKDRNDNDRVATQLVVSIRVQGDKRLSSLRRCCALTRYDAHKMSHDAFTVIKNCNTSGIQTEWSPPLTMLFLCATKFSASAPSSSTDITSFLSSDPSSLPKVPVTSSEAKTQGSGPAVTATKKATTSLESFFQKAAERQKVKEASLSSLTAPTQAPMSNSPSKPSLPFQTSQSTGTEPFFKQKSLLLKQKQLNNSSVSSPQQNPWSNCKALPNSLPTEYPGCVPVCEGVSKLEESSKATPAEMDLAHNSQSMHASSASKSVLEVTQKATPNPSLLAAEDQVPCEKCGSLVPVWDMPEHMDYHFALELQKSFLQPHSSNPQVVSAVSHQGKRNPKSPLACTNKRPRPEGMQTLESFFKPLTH
#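 Pol eta (10 nM) was preincubated with compounds for 15 min at room temperature, after which fluorescent replication substrate (50 nM final) was added to start the reaction. Fluorescence was read kinetically at 0 and 10 min.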
# HP1b binding inh – inhibitors of HP1-beta chromodomain binding to methylated histone tails | P83916 | AlphaScreen HP1-beta / biotin-H3K9me3 peptide binding | Potency, µM (doses to about 114 µM), inactives show at the top dose activity change, negative = inhibition, hits mostly inhibitors | 0.56% of 390,000 active | AID 540317; note: potency is the fitted concentration of half-maximal effect; nearly all actives have a fitted effect of over 70% in size; inactives centre near 23
# Target sequence (P83916 whole entry, looked up): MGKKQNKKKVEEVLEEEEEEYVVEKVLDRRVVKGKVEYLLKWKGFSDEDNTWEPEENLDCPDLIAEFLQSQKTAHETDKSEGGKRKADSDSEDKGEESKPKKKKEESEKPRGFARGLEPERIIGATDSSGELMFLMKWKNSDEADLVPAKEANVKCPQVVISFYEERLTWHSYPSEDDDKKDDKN
#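 HP1-beta protein (50 nM final) preincubated 30 min at room temperature with biotinylated H3(1-18)K9me3 peptide (50 nM) in PBS pH 7.4, 0.01% Tween-20, then compound added for 30 min. AlphaScreen streptavidin donor/nickel chelate acceptor beads (10 ug/mL final), 30 min dark, luminescence read.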
# Pin1 inhibitor – blocks the human prolyl isomerase Pin1 | Pin1 FP peptide displacement, HiFluor488, 10 min | Potency, µM (titrated, usually from 115 µM), for inactives: at the top dose activity, negative = inhibition, actives largely listed as inhibitors | 0.009% of 390,000 active | AID 504891; active = well fitted inhibition curve with a large enough effect in the polarisation, with a control signal flat, not every such curve was filed as active; inconclusive = small, poorly fitted or top-dose-only effect, or effect the other way, or a change in a side signal; inactive = no such curve, though single readings can be large or run the other way; the % refers to the polarisation; note: potency is the fitted concentration of half-maximal effect; % is set by controls: 0 for no effect and ±100 for the full control effect
# Target sequence (Q13526 whole entry, looked up): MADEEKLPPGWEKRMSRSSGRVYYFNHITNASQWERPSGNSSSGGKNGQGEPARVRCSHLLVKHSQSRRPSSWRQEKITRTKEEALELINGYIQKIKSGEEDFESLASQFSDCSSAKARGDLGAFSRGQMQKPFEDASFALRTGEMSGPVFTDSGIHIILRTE
# JMJD2A Tudor inh – inhibitors of human JMJD2A Tudor domain; AID 504339; AlphaScreen JMJD2A-Tudor / H3K4me3 peptide binding; Potency, µM (highest dose often 114 µM), inactives show top-dose activity change, negative = inhibition, usual class: inhibitors; O75164; 4.4% of 390,000 active; note: potency is the fitted concentration of half-maximal effect; % is set by controls: 0 for no effect and ±100 for the full control effect; nearly all actives have a fitted effect of over 50% in size
# Starred values were filed as active, the others as inactive; i = inactive; ? = inconclusive; / = no result given; & = joins results of further samples; [ ] = another dose, or the depositor's remark. Unless noted, calls come from the whole dose curve; as a rule, active = well fitted curve in the direction sought with a large enough effect; inconclusive = small, poorly fitted or top-dose-only effect, or another doubt; inactive = no such curve, though single readings can be large; an effect the other way counts as inactive or inconclusive.
nr	SMILES	BAZ2B inh	GLS inh	Tb PGK inh	G9a block	PI4K2A block	POLH inh	HP1b binding inh	Pin1 inhibitor	JMJD2A Tudor inh
1	CCCc1ncc(C(O)c2ccccc2OC)n1C (stereo not drawn)	-25.9%	2.7%	-5.0%	-47.0%[59 µM]	0.3	-11.8%	43.0%[activator]	-3.8%	-18.9%
2	CCC(=O)N1CCc2cc(Br)cc(S(=O)(=O)N3CCC(C(=O)NC(C)C)CC3)c21	-7.8%	-9.6%	-1.0%	15.9%	2.2	-22.6%	-13.0%	-7.8%	-23.1%
3	O=S(=O)(c1ccc2ccccc2c1)N1CCOCC1	5.9%	-1.9%	-10.4%	-5.3%	-3.0	-3.8%	41.2%&25.6%[activator]	-5.2%&-7.5%	-16.3%&2.1%
4	CCn1c(=O)c2cc(S(=O)(=O)NCc3ccccc3)ccc2n(CC)c1=O	5.3%	0.1%	/	13.5%[59 µM]	5.8	-14.6%	23.0%	?	-16.0%
5	COc1ccc(NC(=O)N2CCC(c3ccccc3)C2)c(OC)c1 (stereo not drawn)	1.9%	20.1%	-10.2%	-4.9%	-1.6	-22.5%	23.1%	0.2%	-7.6%
6	Cc1nc2ccccc2c(=O)n1-c1ccc(NC(=O)c2ccc([N+](=O)[O-])cc2)cc1	-2.0%	-5.4%	-2.5%	-6.6%[59 µM]	-1.1	-0.6%	6.8%	-14.2%	-16.2%
7	S=C(Nc1ccc(Cl)cc1)Nc1cccc2cnccc12	-38.2%	?	i	44.7µM*	-4.5	-13.0%	-19.3%	?	-20.6%
8	O=C(c1cc(-c2ccc(Cl)c(Cl)c2)on1)N1CCN(c2ccccc2)CC1	5.3%	0.6%	-7.2%	0.1%[59 µM]	-2.4	-9.4%	11.0%	0.8%	-11.7%
9	CCOC(=O)c1c(C)c(-c2ccccc2)n(CC(=O)N2CCCC2)c1C	-38.2%	-3.1%	-4.5%	-19.5%	0.9	-17.7%	27.4%	-0.2%	-22.4%
10	Cc1ccc(N2CC(c3nc(-c4ccc(Cl)cc4)no3)CC2=O)cc1F (stereo not drawn)	-2.7%	-3.3%	-8.2%	4.4%[59 µM]	1.4	-2.3%	40.9%[activator]	-4.2%	-10.3%

# Just PI4K2A block and Pin1 inhibitor, for two of the compounds above:
entry	smiles	PI4K2A block	Pin1 inhibitor
4	CCn1c(=O)c2cc(S(=O)(=O)NCc3ccccc3)ccc2n(CC)c1=O	5.8	?
5	COc1ccc(NC(=O)N2CCC(c3ccccc3)C2)c(OC)c1 (stereo not drawn)	-1.6	0.2%

# Other compounds:
nr	SMILES	BAZ2B inh	GLS inh	Tb PGK inh	G9a block	PI4K2A block	POLH inh	HP1b binding inh	Pin1 inhibitor	JMJD2A Tudor inh
11	COc1ccc(C2/C(=C(\O)c3ccc4c(c3)OCCO4)C(=O)C(=O)N2CCCn2ccnc2)cc1 (stereo not drawn)	?	5.6%	-0.4%	?	-4.5	-2.9%	-2.5%	-7.9%	-43.4%
12	COc1ccc(CC2(CO)CCN(CC3=Cc4cc(Cl)ccc4OC3)CC2)cc1	-12.1%	6.5%	-6.6%	1.8%	2.2	-17.5%	12.4%	21.4%	-31.2%
13	NC1=NC(=O)/C(=C\C=C\c2ccccc2)S1	-2.9%	-1.3%	2.7%	11.5%	0.1	-14.6%	40.7%[activator]	25.9%	-4.2%
14	COC(=O)NC(NS(=O)(=O)c1ccccc1)(C(=O)OC)C(F)(F)F (stereo not drawn)	15.7%	50.9%[activator]	3.9%	11.7%	0.2	-3.6%	-0.6%	14.9%	-13.1%
15	COc1cc(C(=O)N(C)C2CCCCC2)ccc1OC1CCN(C(C)=O)CC1	9.3%	-0.9%	-6.2%	/	7.2	-12.5%	15.1%	4.0%	-9.6%
16	O=C(CCc1ccccc1)Nc1ccc(N2CCOCC2)c(Cl)c1	7.3%	-3.2%	-3.5%	17.8%[59 µM]	-17.9	-13.6%	48.3%[activator]	6.2%	-9.6%
17	Cc1ccccc1NC(=O)C1=CC=CN2CCS(=O)(=O)N=C12	4.8%	4.0%	2.9%	6.5%[2.33 µM]	3.1	3.6%	29.9%	-7.3%	-9.4%
18	Cn1ccnc1SCC(=O)Nc1ccc([N+](=O)[O-])cn1	-9.9%	-11.0%	-0.5%	/	-1.4	-3.8%	26.1%	-8.8%	-9.1%
19	COc1ccccc1NS(=O)(=O)c1ccc(C)c(C(=O)NC2=NCCS2)c1	2.4%	7.4%	-2.7%	-11.6%[59 µM]	-4.9	-4.3%	24.5%	-8.3%	-18.1%
20	NS(=O)(=O)c1ccc(N2N=C(c3ccccc3)CC2c2ccccc2)cc1 (stereo not drawn)	21.8%	1.8%	-8.0%	217.5%[activator][59 µM]	4.4	-16.2%	121.1%[activator]	3.9%	26.9%
21	CC(CCc1ccccc1)NC(=O)COC(=O)c1ccc(F)cc1 (stereo not drawn)	-9.8%	-8.0%	-0.3%	-3.1%	1.0	-16.7%	20.0%	-4.7%	2.8%
22	Cc1ccc(S(=O)(=O)N(C)c2ccc(C(=O)NCC(c3ccccc3)N3CCCC3)cc2)cc1 (stereo not drawn)	/	9.2%	1.5%	/	-0.4	-21.9%	/	/	/
23	Cc1ccc(NC(=O)c2oc(=O)c3ccccc3c2-c2ccccc2)c(C)c1	7.6%	0.0%	-9.4%	-0.4%[59 µM]	2.1	-13.0%	15.2%	33.0%[activator]	-9.5%
24	CCCN(CCC)C(=O)Cn1c(=O)c2ccccc2n2c(=S)sc(-c3ccccc3C)c12	-2.6%	1.6%	-9.7%	-10.1%[59 µM]	-3.8	-4.2%	10.7%	8.1%	-6.9%
25	Cc1nnc(NC(=O)c2ccc(S(=O)(=O)N3CCCCC3)cc2)s1	/	-4.1%	i	/	8.5	-2.2%	23.6%	5.9%	-12.5%
26	Cc1cc(CCN2CCC(=O)NC2=O)ccc1OC(C)C	1.8%	-0.6%	1.4%	0.8%	0.1	-4.2%	27.0%	5.3%	-11.5%
27	COc1ccc(/C=C/C(=O)NCCc2ccc(S(N)(=O)=O)cc2)cc1	-17.9%	-1.7%	3.1%	-6.6%[59 µM]	-2.1	-17.8%	54.3%[activator]	-4.7%	9.2%
28	Cc1coc2cc3oc(=O)c(CCC(=O)NCc4ccccn4)c(C)c3cc12	1.5%	-7.8%	3.4%	8.5%[12.7 µM]	2.5	-12.2%	22.6%	5.8%	-12.2%
29	CN(Cc1cccc(F)c1)C(=O)CN1C(=O)NC2(CCc3ccccc32)C1=O (stereo not drawn)	-0.3%	2.4%	-4.0%	?	0.6	-12.2%	32.3%	0.7%	-15.9%
30	O=C(NNC(=O)c1ccccc1C(=O)O)c1cc2ccccc2o1	?	12.2%	2.9%	36.4%[59 µM]	0.9	-0.4%	40.5%[activator]	-2.6%	-10.7%
31	Cc1ccc(CSCCNC(=O)c2ccc(C)cc2)cc1	5.4%	5.7%	-2.9%	/	-1.7	-3.1%	11.4%	-5.4%	15.3%
32	O=C(/C(=C/O)N=Nc1ccccc1)c1ccncc1	?	45.4%[activator]	-2.2%	-2.4%[59 µM]	-0.2	-1.7%	-15.4%	-7.8%	?
33	CNC(=O)c1csc(-c2ccc(C)cc2)n1	0.4%	1.1%	-1.5%	19.3%[59 µM]	-3.0	-8.5%	21.4%	3.2%	7.4%
34	CC(C)(C)NC(=O)COC(=O)c1ccccc1Nc1ccc(SC(F)F)cc1	11.8%	-2.4%	i	15.7%[59 µM]	-4.2	-19.4%	97.2%[activator]	4.8%	19.2%
35	CN1CC=C2C(C#N)=C(N)C(C#N)(C#N)C(c3cccc(Cl)c3Cl)C2C1 (stereo not drawn)	-10.2%	16.2%	-0.7%	?	0.2	-12.4%	15.8%	?	-35.1%
36	CCC(C)Sc1c(C(C)C)cnc2c1c(=O)n(C)c(=O)n2C (stereo not drawn)	10.5%	1.4%	-2.5%	?	-5.8	-3.2%	15.9%[57 µM]	-2.8%	-2.9%
37	Cc1ccc(C(c2nnnn2C2CCCC2)N2CCN(c3nc4ccccc4s3)CC2)cc1 (stereo not drawn)	/	4.8%	5.0%	/	-0.2	-2.4%	46.2%[activator]	-4.9%	-5.4%
38	Cc1ccc(OCC(=O)NNC(=O)Cn2nnc(-c3ccccc3)n2)cc1	-6.1%	-7.2%	-4.1%	-3.9%	-12.8	-7.4%	41.4%[activator]	15.1%	10.5%[11.4 µM]
39	Cn1c(SCc2cccc(Br)c2)nc2ccccc2c1=O	62.1%[activator]	-7.5%	-4.8%	/	6.9	?	156.8%[activator]	5.0%	111.0%[activator]
40	Cc1ccc(-c2nn(-c3ccc(F)cc3F)c3c2cnc2c(F)cccc23)cc1	-14.2%	-4.8%	0.0%	13.5%[59 µM]	-1.1	-14.9%	33.8%	-4.0%	-15.6%
41	O=C(CCC(=O)Nc1ccccc1Cl)NN=C1CCCC1	-14.9%	-8.8%	-4.2%	-3.4%	3.5	-14.5%	44.0%[activator]	-11.0%	-3.4%
42	O=C(Nc1nnc(SCc2ccccc2)s1)c1cccs1	5.4%	5.1%	-2.3%	-8.3%[12.7 µM]	-17.2	-7.6%	2.1%	7.5%	?
43	O=C1C2C3C=CC(CC3)C2C(=O)N1c1ccc([N+](=O)[O-])cc1 (stereo not drawn)	-3.6%	5.3%	i	31.6µM*	0.6	-9.7%	19.2%	-0.5%	-5.6%
44	COC(=O)CSC1=C(C#N)C(c2ccccc2OC)C(C(=O)OC)C(=O)N1 (stereo not drawn)	17.1%	38.7%[activator]	3.7%	-9.3%[59 µM]	10.0	4.3%	7.2%	-3.6%	-5.8%
45	Cc1cc(NC(=O)c2ccco2)ncc1NC(=O)CCc1ccccc1	2.7%	11.6%	3.9%	-0.7%[59 µM]	1.5	-9.1%	40.6%[activator]	-6.7%	-7.5%

# A portion of the library; rates above refer to the full screens.
